Bioassay records (PubChem BioAssay)
M5 PAM = potentiates acetylcholine response at human M5 receptor; AID 624038; actives 0.3% (n = 360,000); P08912; activation, % at 3 µM; CHO-K1 hM5, Fluo-8 calcium, ACh EC20 PAM; 0% = ACh EC20, 100% = ACh EC100;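 active = activation above the run cutoff, the mean activation of all test compounds plus 3 SD, cut at about 18% in these data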
Target sequence (P08912 whole entry, looked up): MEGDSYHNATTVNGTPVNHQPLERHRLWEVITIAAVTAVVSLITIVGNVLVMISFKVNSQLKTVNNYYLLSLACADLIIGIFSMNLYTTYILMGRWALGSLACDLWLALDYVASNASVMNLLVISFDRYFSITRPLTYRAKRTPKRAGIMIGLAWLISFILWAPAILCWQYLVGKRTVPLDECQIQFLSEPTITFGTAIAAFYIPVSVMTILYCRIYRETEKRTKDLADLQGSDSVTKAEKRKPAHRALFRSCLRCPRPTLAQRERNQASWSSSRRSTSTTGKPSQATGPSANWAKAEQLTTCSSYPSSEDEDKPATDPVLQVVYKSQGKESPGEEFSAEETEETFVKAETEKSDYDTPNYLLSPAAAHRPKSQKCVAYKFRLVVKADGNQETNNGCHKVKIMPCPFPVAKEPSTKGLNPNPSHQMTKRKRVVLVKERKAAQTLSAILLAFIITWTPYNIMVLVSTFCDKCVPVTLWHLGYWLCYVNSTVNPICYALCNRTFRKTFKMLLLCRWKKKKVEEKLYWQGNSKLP
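System – CHO-K1 hM5 cells · Compound – 3 µM, single dose · Incubation – compound preincubation 140 s before EC20 acetylcholine addition · Technique – Fluo-8 calcium fluorescence · Measure – Max/basal fluorescence ratio as % of EC20–EC100 ACh window · Benchmarks – low control EC20 acetylcholine (0%), high control EC100 acetylcholine (100%) · Replication – singlicate, one well per test compound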
M4 PAM = positive allosteric modulators of human muscarinic M4 receptor; CHO-K1 hM4/Gqi5, Fluo-8 calcium fluorescence, ACh EC20; 0% = ACh EC20, 100% = maximal ACh; activation, % at 3 µM; actives 0.4% (n = 360,000); AID 624126;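 active = activation above its plate's cutoff, the mean activation of sample wells plus 3 SD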; also: some results filed as inactive read as strong as hits
Target sequence (P08173 whole entry, looked up): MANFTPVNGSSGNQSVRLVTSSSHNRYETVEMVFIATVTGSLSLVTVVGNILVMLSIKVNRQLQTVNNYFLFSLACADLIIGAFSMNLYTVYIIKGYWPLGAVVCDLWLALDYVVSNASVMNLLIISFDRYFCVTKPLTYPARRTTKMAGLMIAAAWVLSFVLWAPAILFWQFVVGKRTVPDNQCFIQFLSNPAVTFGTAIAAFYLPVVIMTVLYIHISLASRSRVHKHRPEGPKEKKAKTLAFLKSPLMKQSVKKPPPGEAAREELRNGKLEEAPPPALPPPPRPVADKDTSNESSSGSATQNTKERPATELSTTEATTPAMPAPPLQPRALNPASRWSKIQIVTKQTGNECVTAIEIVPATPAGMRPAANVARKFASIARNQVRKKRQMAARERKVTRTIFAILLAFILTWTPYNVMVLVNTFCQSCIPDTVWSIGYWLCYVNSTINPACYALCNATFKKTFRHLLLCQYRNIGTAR
M5 ag = CHRM5 agonism in calcium assay; activation, % at 3 µM; AID 624037; CHO-K1 hM5 cells, Fluo-8 calcium fluorescence; 0% DMSO wells, 100% maximal acetylcholine response; P08912; actives 0.19% (n = 360,000);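 active = activation above the run's mean over test compounds plus 3 SD, cut at about 23% in these data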;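 also: signal is peak over basal fluorescence ratio across the kinetic read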
CHO-K1 Ca antag = M1 antagonist counterscreen hit in parental CHO-K1 cells; ATP-induced calcium, Fluo-8 fluorescence; inhibition, % at 3 µM; actives 0.6% (n = 360,000); AID 602250;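 active = inhibition above a per-plate cutoff, the plate's mean sample inhibition plus 3 SD, cut at about 24% in these data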;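 also: 0% = DMSO plus EC80 ATP and 100% = DMSO alone without ATP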
M4 antag = CHRM4 antagonism in calcium assay; AID 624125; P08173; CHO-hM4 cells, ACh EC80, Fluo-8 calcium fluorescence; inhibition, % at 3 µM; actives 0.73% (n = 360,000);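 active = inhibition above its plate's cutoff, the mean inhibition of sample wells plus 3 SD, cut at about 27% in these data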;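 also: 0% = acetylcholine EC80 with DMSO and 100% = DMSO without agonist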
CHRM5 antagonist = blocks acetylcholine activation of human M5 receptor. CHO-hM5 cells, Fluo-8 calcium fluorescence, ACh EC80. inhibition, % at 3 µM. actives 0.59% (n = 360,000). AID 624040;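 active = inhibition above a per-plate cutoff, the mean of that plate's test compounds plus 3 SD, cut at about 27% in these data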;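 also: 0% = acetylcholine EC80 with DMSO and 100% = DMSO without agonist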
M1 ag parental = counter-screen for M1 agonists: effect in parental CHO-K1 cells. actives 0.48% (n = 360,000). Fluo-8 calcium fluorescence; scaled to maximal ATP response, vehicle zero. activation, % at 3 µM; in the data active = activation above about 15%;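 also: untransfected CHO-K1 host cells lacking M1 receptor as counterscreen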
CHO-K1 Ca PAM = M1 PAM counterscreen hit in parental CHO-K1 cells; AID 602247; activation, % at 3 µM; actives 0.02% (n = 360,000); ATP EC20, Fluo-8 calcium fluorescence; 0% at ATP EC20, 100% at ATP max;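 active = activation above the run cutoff, the mean activation of all test compounds plus 3 SD, cut at about 40% in these data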;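 also: peak over basal fluorescence ratio in a 140 s read after ATP addition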
M4 ag = agonists of human muscarinic M4 receptor (CHRM4); CHO-K1 hM4/Gqi5, Fluo-8 calcium fluorescence; vehicle 0%, full acetylcholine response 100%; activation, % at 3 µM; actives 0.14% (n = 360,000);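 active = activation above the run mean over all test wells plus 3 SD, cut at about 32% in these data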;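 also: peak over basal fluorescence ratio per well then scaled between controls; 0% = DMSO wells and 100% = acetylcholine at EC100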
Starred values were filed as active, the others as inactive; nt = no result given. Not a hit list (roughly 2.7% active in at least one column).

SMILES | M5 PAM | M4 PAM | M5 ag | CHO-K1 Ca antag | M4 antag | CHRM5 antagonist | M1 ag parental | CHO-K1 Ca PAM | M4 ag
Cc1ccccc1CN1C(=O)CN(S(C)(=O)=O)CC1(C)C(=O)Nc1c(C)cccc1C (stereo unspecified) | -1 | 0 | 4 | nt | -1 | -3 | nt | nt | 3
COC(=O)C[C@H]1c2cc(C(F)(F)F)ccc2S(=O)(=O)N1C1CCCCC1 | 6 | 13 | -3 | -12 | -1 | 6 | -0.1 | 17 | 2
Cc1c(C(=O)N2CCOCC2)sc2ncn(CC(=O)N3CCC(C)CC3)c(=O)c12 | 1 | 19 | -2 | -18 | 4 | 7 | 0.2 | -1 | 0
O=C(c1ccccc1)n1ccn(-c2ccccc2)c1=S | 3 | -1 | -3 | 8 | -7 | 5 | -0.1 | -4 | -1
COc1ccccc1NC(=O)CSc1nnc(NC(=O)C2CC2)s1 | -2 | -3 | -2 | -7 | -6 | 9 | 1.4 | 0 | 2
CCOc1ccc(CCNC(=O)c2cccc(S(=O)(=O)N3CCOCC3)c2)cc1OCC | -2 | 6 | -1 | -13 | -1 | 4 | 0.9 | 5 | 2
O=C(NCc1ccc(F)cc1)c1ccc(CS(=O)(=O)Cc2ccc(F)cc2)o1 | -6 | -4 | 4 | -8 | 1 | 6 | 1.6 | 0 | 5
COc1ccc(CCNC(=O)CCn2c(=O)oc3ccccc32)cc1OC | -2 | 6 | 1 | 1 | -8 | 1 | 1.4 | 16 | 1
Cn1nnnc1SCCNCc1ccccc1F | -3 | -1 | -3 | -2 | 2 | 2 | 0.1 | 17 | -1
c1ccc2c(c1)OCC(c1nnc3sc(-c4cnccn4)nn13)O2 (stereo unspecified) | -9 | 6 | -3 | -6 | 8 | 10 | 0.2 | 8 | 2
COc1ccc(-c2[nH][nH]c(=O)c2NC(=O)c2ccc(C)cc2)cc1 | -1 | -5 | 0 | 0 | 7 | 5 | 0.0 | -1 | 1
O=C1NC(=O)/C(=C/C(=O)N2CCOCC2)S1 | 0 | 5 | 0 | -7 | -2 | -6 | 1.4 | 2 | 1
CC1(c2ccccc2Br)NC(=O)N(CC(=O)Nc2ccc(S(N)(=O)=O)cc2)C1=O (stereo unspecified) | 6 | 0 | -1 | 9 | -1 | -2 | 6.3 | -17 | 1
COc1ccc(Cl)c(-c2cc(C(=O)NC(C)C)[nH]n2)c1 | -1 | -2 | -1 | 2 | -7 | -2 | 0.4 | 4 | 1
O=C(NCCc1ccccc1)C(c1ccncc1)N(C(=O)c1csnn1)C1CC1 (stereo unspecified) | -1 | -1 | 2 | -12 | -1 | 0 | 0.0 | 3 | 1
CCN(CC)S(=O)(=O)c1cccc(C(=O)N[C@H](C(=O)NC2=NCCS2)C(C)C)c1 | 17 | 4 | 5 | -13 | -18 | 1 | 0.0 | 3 | 1
Cc1nn(CC(=O)OCC(=O)Nc2c(C(C)C)cccc2C(C)C)c(C)c1[N+](=O)[O-] | -5 | 18 | -2 | -9 | -20 | -7 | 0.8 | 17 | 0
CNc1nc2c3ccccc3n(C(C)=O)c2s1 | -2 | 9 | -3 | -5 | -8 | -3 | 0.0 | 16 | 1
Cc1ccc(C(=O)N/C(=C\c2cccs2)C(=O)NCCc2c[nH]c3ccccc23)cc1C | -6 | -13 | 0 | 0 | 0 | 4 | 2.4 | 16 | 6
Cc1ccc(S(=O)(=O)NNC(=O)c2cc([N+](=O)[O-])c(C)c([N+](=O)[O-])c2)cc1 | -5 | -5 | -4 | -5 | 7 | 6 | 0.8 | -3 | 0
CNS(=O)(=O)c1cccc(C(=O)OCc2cc(=O)n3cc(Br)ccc3n2)c1 | -1 | -2 | 0 | 5 | 5 | 6 | 2.0 | 8 | 2
COC(=O)c1ccc(Nc2nc(-c3ccncc3)nc3ccccc23)cc1 | -2 | -5 | -1 | -13 | 1 | 1 | 1.4 | 12 | 2
Cc1ccc(NC(=O)COC(=O)C(NS(=O)(=O)c2ccc(Cl)cc2)C(C)O)c(Br)c1 (stereo unspecified) | 3 | 22 | 0 | 0 | -7 | -1 | 0.8 | 11 | 6
CC(C)NS(=O)(=O)c1ccc(CCC(=O)NCc2cccnc2)cc1 | 9 | -4 | -1 | -3 | 0 | -13 | 0.3 | 1 | 1
Cc1n[nH]c(C)c1Cc1ccc(C(=O)O)cc1 | -3 | 2 | -1 | -5 | 6 | 9 | 0.2 | 14 | 0
c1ccc(CCCNCC2COc3ccccc3O2)cc1 (stereo unspecified) | -2 | 6 | -8 | -8 | -2 | -4 | 1.4 | 26 | 2
COCCN(C(=S)Nc1c(C)cccc1C)C(C)c1ccco1 (stereo unspecified) | 8 | -11 | -4 | 0 | 6 | 1 | 0.1 | 12 | 0
CC(C)(C)NC(=O)CN(c1cccc([N+](=O)[O-])c1)S(=O)(=O)c1ccccc1 | 9 | -4 | -3 | -15 | 0 | -9 | 0.3 | 22 | 1
COc1ccccc1CC(=O)N1CCN(c2ccccc2F)CC1 | -2 | 0 | -4 | -9 | -26 | -2 | 1.2 | 5 | 6
Cc1ccc(S(=O)(=O)N2CCOCC2)cc1NC(=O)COC(=O)c1cnccn1 | 17 | 2 | 1 | -15 | 5 | 1 | 0.3 | 13 | 0
Cc1nn(Cc2ccccc2)c(C)c1C(=O)NCC(c1cccs1)N1CCOCC1 (stereo unspecified) | 3 | 4 | -1 | 7 | -5 | 6 | 1.0 | -12 | 3
CC(=O)Oc1ccc(C(=O)Nc2ccc3c(c2)OCCO3)cc1 | 3 | -6 | 0 | 8 | 9 | 6 | -0.3 | -12 | 0
O=C(CNC(=O)[C@@H]1Cc2ccccc2CN1)Nc1ccc2c(c1)OCO2 | -5 | 1 | -4 | -8 | 4 | 12 | 0.7 | -13 | 0
COc1ccc(S(=O)(=O)N2CCCC2CNC(=O)c2cccc(OC)c2)cc1 (stereo unspecified) | -3 | 0 | -1 | -4 | 5 | 6 | 0.5 | 6 | 1
CCN(CC(=O)Nc1ccc(NC(C)=O)cc1)C(=O)CCN1C(=O)C2CC=CCC2C1=O (stereo unspecified) | 2 | 1 | -2 | 1 | -5 | 3 | 1.3 | 13 | 0
Cc1nc2ccccc2c(=O)n1/N=C/c1ccncc1 | 7 | 2 | 1 | 4 | 4 | -6 | -0.1 | 14 | 0
CCCCn1c(=O)[nH]c(=O)c2c1nc(COC(=O)c1c(C)noc1C)n2CCC | -2 | 3 | 0 | 13 | 1 | 2 | 0.3 | -8 | 1
CC(C)CN(C(=O)CSc1nc2ccccc2c(=O)n1C)C1CCS(=O)(=O)C1 (stereo unspecified) | 5 | 2 | 3 | -4 | 2 | -3 | 0.2 | 5 | 1
S=c1[nH]nc(COc2ccccc2)n1/N=C/C=C/c1ccco1 | -7 | 0 | -4 | -4 | -1 | 17 | 6.8 | 19 | 0
Cc1sc(NC(=O)c2ccco2)c(CN2CCN(c3ccccc3)CC2)c1C | 9 | 4 | 4 | -13 | -2 | -3 | 1.2 | 34 | 0
Cc1nc(C(C)NC(=O)CCc2nnc(Cc3c[nH]c4ccccc34)o2)cs1 (stereo unspecified) | -2 | -4 | -1 | -15 | 4 | 10 | 0.8 | 12 | 1
CC(C)Oc1ccc(C(=O)OCC(=O)NC2CCCCCC2)cc1 | -7 | 1 | 4 | -20 | -27 | -2 | 10 | 8 | 13
CN1C(=O)CC(Sc2ncccc2C(=O)O)C1=O (stereo unspecified) | 3 | 1 | 1 | 8 | 0 | -14 | -0.3 | 1 | 0
Cc1ccc(S(=O)(=O)NCc2cccnc2)s1 | 2 | -5 | -2 | -6 | -1 | 7 | 0.1 | 2 | 0
C/C(CC(=O)NCc1ccco1)=N\NC(=O)COc1ccc(C)cc1 | -1 | -6 | -4 | -7 | 11 | -3 | 0.4 | 16 | -1
COc1ccc(S(=O)(=O)N2CCOCC2)cc1N(C)S(=O)(=O)c1ccc(C)cc1 | 4 | -2 | -1 | 12 | 4 | -3 | 1.2 | -14 | 2
Cc1ccc(-c2c(C(=O)Nc3ccccc3C)c(C)[nH]c(=S)c2C#N)o1 | -1 | -4 | 3 | 0 | 10 | 9 | 0.0 | -7 | 1
Cc1ccccc1C(=O)N1CCC(C(=O)Oc2ccc(C#N)cc2)CC1 | -1 | 4 | 1 | -7 | -17 | -3 | 2.6 | 4 | 3

Complete entries, looked up by structure. Values in the order: M5 PAM, M4 PAM, M5 ag, CHO-K1 Ca antag, M4 antag, CHRM5 antagonist, M1 ag parental, CHO-K1 Ca PAM, M4 ag
Profile of Cc1ccccc1C(=O)N1CCC(C(=O)Oc2ccc(C#N)cc2)CC1 = -1, 4, 1, -7, -17, -3, 2.6, 4, 3
Profile of CCCCn1c(=O)[nH]c(=O)c2c1nc(COC(=O)c1c(C)noc1C)n2CCC = -2, 3, 0, 13, 1, 2, 0.3, -8, 1
Profile of S=c1[nH]nc(COc2ccccc2)n1/N=C/C=C/c1ccco1 = -7, 0, -4, -4, -1, 17, 6.8, 19, 0
Profile of Cc1nc(C(C)NC(=O)CCc2nnc(Cc3c[nH]c4ccccc34)o2)cs1 (stereo unspecified) = -2, -4, -1, -15, 4, 10, 0.8, 12, 1
Profile of CC(C)Oc1ccc(C(=O)OCC(=O)NC2CCCCCC2)cc1 = -7, 1, 4, -20, -27, -2, 10, 8, 13

Next part
SMILES | M5 PAM | M4 PAM | M5 ag | CHO-K1 Ca antag | M4 antag | CHRM5 antagonist | M1 ag parental | CHO-K1 Ca PAM | M4 ag
Cc1ccc(N2C(=O)C(O)(C(F)(F)F)C3=C2CC(C)(C)CC3=O)cc1C (stereo unspecified) | 6 | 12 | -1 | -13 | 3 | 1 | 0.0 | 18 | 0
CC(C)CNc1nnnc2c1sc1nc(N3CCOCC3)c3c(c12)CC(C)(C)SC3 | 3 | -1 | 1 | -3 | -6 | -12 | -0.2 | 5 | 1
O=C(C[C@@H]1C/C=C\CC[C@@H](Cc2ccc(F)cc2)C(=O)OC[C@@H]2CCCN2C1=O)NCCO | -3 | 10 | 3 | -26 | -7 | 7 | -0.1 | 4 | 1
Nc1nnc(SCCOc2cccc(Br)c2)s1 | -1 | -7 | 2 | 4 | 8 | -3 | 1.5 | -9 | 2

Filtered by structure: the compounds so far with a COOH group (2)
SMILES | M5 PAM | M4 PAM | M5 ag | CHO-K1 Ca antag | M4 antag | CHRM5 antagonist | M1 ag parental | CHO-K1 Ca PAM | M4 ag
Cc1n[nH]c(C)c1Cc1ccc(C(=O)O)cc1 | -3 | 2 | -1 | -5 | 6 | 9 | 0.2 | 14 | 0
CN1C(=O)CC(Sc2ncccc2C(=O)O)C1=O (stereo unspecified) | 3 | 1 | 1 | 8 | 0 | -14 | -0.3 | 1 | 0
